High-throughput results deposited in PubChem BioAssay by Broad Institute.
SIRT5 inh: inhibitors of human sirtuin-5 desuccinylase. Purified SirT5, succinyl-peptide AMC, trypsin-coupled fluorescence. inhibition, % at 15 µM. 1.1% of 330,000 active; in the data active = inhibition above about 15%; inconclusive = no clear call, values can overlap the other calls
Target sequence (Q9NXA8 whole entry, looked up): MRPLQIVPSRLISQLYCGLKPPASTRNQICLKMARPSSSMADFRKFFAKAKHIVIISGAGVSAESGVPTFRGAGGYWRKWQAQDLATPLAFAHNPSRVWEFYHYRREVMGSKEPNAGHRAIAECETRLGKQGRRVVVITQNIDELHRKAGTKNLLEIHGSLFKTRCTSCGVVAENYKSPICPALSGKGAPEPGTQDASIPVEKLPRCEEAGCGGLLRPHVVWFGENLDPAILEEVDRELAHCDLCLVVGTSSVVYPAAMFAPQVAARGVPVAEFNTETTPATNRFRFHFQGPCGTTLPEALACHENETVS
CASP6 VEID inh: inhibitors of human caspase-6; P55212; purified caspase-6, Z-VEID-R110 cleavage fluorescence; inhibition, % at 12.5 µM; 0.53% of 350,000 active; AID 686996;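 active = mean inhibition across replicates at least about 35%, with every replicate also reaching that limit, limit read from the data; inconclusive = only one of the two criteria met; inactive = neither criterion met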;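 also: 0% = median of neutral control wells and 100% = no fluorescence left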
Target sequence (P55212 24-179 limits assumed): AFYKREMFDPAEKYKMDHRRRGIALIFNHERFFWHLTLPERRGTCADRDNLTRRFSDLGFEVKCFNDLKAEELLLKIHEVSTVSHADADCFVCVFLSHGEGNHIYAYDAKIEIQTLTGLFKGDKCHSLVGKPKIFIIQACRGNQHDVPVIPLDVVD
Target sequence (P55212 194-293 limits assumed): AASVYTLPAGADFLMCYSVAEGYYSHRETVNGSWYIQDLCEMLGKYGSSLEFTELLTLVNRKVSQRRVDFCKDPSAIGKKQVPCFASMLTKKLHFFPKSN
esBAF inh: inhibitors of esBAF chromatin remodeling in mouse ES cells; Bmi1-luciferase knock-in reporter, 24 h; 100% = twice the neutral-well signal; reporter increase, % at 12.5 µM; 2% of 350,000 active; AID 602393; in the data active = activation above about 40%; inconclusive = no clear call, values can overlap the other calls;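 also: 0% = median of the plate's neutral control wells and 100% = double that signal; a rise in the Bmi1 reporter signal indicates esBAF inhibition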
LGR2 inh: Drosophila LGR2 receptor signaling inhibition; AID 720647; 0.35% of 380,000 active; inhibition, % at 9.99 µM; HEK293 LGR2, CRE-luciferase, bursicon-stimulated, 4 h;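 active = drop in luminescence signal, shown as inhibition above about 50% in the replicate tests, limit read from the data, passing the limit was not always enough; inconclusive = probably only some replicates passing the limit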;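 also: agonist challenge used bursicon conditioned medium at about half maximal strength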
FN deposit inh: fibronectin deposition inhibition; AH1F fibroblasts, Alexa488-fibronectin deposition fluorescence, overnight; inhibition, % at 12.6 µM; 0.086% of 350,000 active; AID 743247;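 active = mean inhibition across replicates of 30% or more, regardless of how many single replicates reach that level; inconclusive = mean under 30% yet at least half of replicates reach 30%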;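 also: positive control wells lacked labelled fibronectin entirely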
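Assay system: AH1F fibroblasts / Quantity: 10000 cells per well / Medium: DMEM plus 2% serum, read in PBS / Reagent: labelled fibronectin 24 nM / Dosing: single dose, pinned / Times: 1 h cell attachment, overnight exposure to compound and label / Signal: fluorescence, ex 485 nm, em 525 nm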
S100A4 MyoIIA: inhibitors of human S100A4 binding to myosin IIA peptide; P26447; S100A4/TAMRA-MyoIIA peptide fluorescence polarization; inhibition, % at 10.7 µM; 0.14% of 360,000 active;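 active = mean inhibition of at least 70% across replicates, with every replicate also reaching that level; inconclusive = mean inhibition reaches 70% but some replicates fall short; inactive = mean inhibition below 70%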
Target sequence (P26447 whole entry, looked up): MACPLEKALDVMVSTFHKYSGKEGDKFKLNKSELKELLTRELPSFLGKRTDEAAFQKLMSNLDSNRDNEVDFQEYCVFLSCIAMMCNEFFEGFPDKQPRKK
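Material: S100A4 monomer (human). Medium: Calcium-containing HEPES buffer, pH 7.2. Probe or stimulus: labelled myosin peptide probe, 5 nM. Compound dosing: one concentration per compound. Timing: polarization read 5 min after assay mix addition, stable 5–60 min. Benchmarks: DMSO as neutral control, TFP as positive control.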
C2C12 statin: suppressors of simvastatin-induced myotoxicity in C2C12 myotubes | AID 602340 | 0.78% of 330,000 active | rescue of ATP level, % at 7.49 µM | ATP luminescence, 48 h; scaled: DMSO 0, geranylgeraniol control 100;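 active = mean ATP rescue above about 67%, or every replicate alone reaching that limit, limit read from the data, passing the limit was not always enough; inconclusive = no clear call, values can overlap the other calls; inactive = mean under the limit and some replicate under it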;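 also: myotubes were challenged with 10 µM simvastatin during compound exposure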
The depositor's hits bear a star; u = inconclusive; x = no result given; & = joins results of further samples. Some of the compounds tested; rates above refer to the full screens.

structure | SIRT5 inh | CASP6 VEID inh | esBAF inh | LGR2 inh | FN deposit inh | S100A4 MyoIIA | C2C12 statin
C[C@@H](NC(=O)[C@@H]1CCCN1C(=O)[C@@H]1CCCN1C(=O)c1cccc(Cl)c1)c1ccccc1 | -3 | -4 | x | 12 | 1 | -1 | x
C[C@@H](NC(=O)C[C@@H]1C[C@H]2c3cc(NC(=O)C4CCOCC4)ccc3O[C@H]2[C@@H](CO)O1)c1ccccc1 | 8 | 4 | -2 | -4 | x | -4 | -5
Cc1ccc(NC(=O)C2CCCN(C(=O)c3ccc(Cl)cc3)C2)cc1S(=O)(=O)N1CCOCC1 (stereo not given) | -3 | 1 | -2 | 23 | -14 | 2 | -7
COc1cccc(NC(=O)N(C)C[C@H]2Oc3cc(-c4ccccc4F)ccc3S(=O)(=O)N([C@H](C)CO)C[C@H]2C)c1 | 16* | -1 | 2 | x | 1 | -7 | -24
C[C@H]1CN([C@@H](C)CO)C(=O)CCCn2nncc2CO[C@@H]1CN(C)S(=O)(=O)c1cccs1 | -6&-7 | -4&0 | -2 | -1&-2 | -2&0 | -8&-3 | 7
Cc1cc(NC(=O)CSc2nnc(-c3ccco3)n2C)no1 | -2 | -3 | -8 | 8 | 3 | -4 | 14
Cc1noc(C)c1NC(=O)Nc1cccc2c1O[C@H](CN(C)Cc1ccc3c(c1)OCO3)[C@H](C)CN([C@H](C)CO)C2=O | 0 | 2 | 0 | -11 | x | 0 | -4
CC(C)C(OC(=O)c1cccs1)C(=O)NC1CCCCC1 (stereo not given) | x | x | 1 | x | 10 | x | 2
COc1cc(Nc2ncnc(N)n2)cc(OC)c1 | 1 | -1 | x | -3 | -5 | -6 | x
CCC(C)(C)C1CCc2[nH]nc(C(=O)NCc3ccccn3)c2C1 (stereo not given) | -4 | 4 | 6 | -2 | -1 | -2 | -10
COc1ccc(O)c(CN2CC3CCC(CC3)C2)c1 | x | -16 | -9 | -9 | x | 2 | -2
CNC[C@@H]1OCCCC[C@H](C)Oc2ccc(NC(=O)Nc3ccc(F)cc3)cc2C(=O)N([C@H](C)CO)C[C@@H]1C | 2 | -2 | -2 | 26 | x | -4 | -16
CCOC(=O)[C@H]1[C@H]2COc3ccc(OC)cc3[C@@H]2N2C(=O)CN(Cc3ccc(OC)cc3)C(=O)[C@@]12C | -3 | -1 | -4 | 9 | -12 | -2 | -3
Cc1cccc(NC(=S)NNC(=O)c2nn(C)cc2Cl)c1 | -2 | 2 | 11 | 2 | x | 4 | x
CCOc1cc(C(=O)NC(C)CC)cc(OCC)c1OCC (stereo not given) | x | x | -7 | 13 | x | x | 23
C[C@@H]1CN([C@H](C)CO)S(=O)(=O)c2ccc(/C=C/c3ccccc3)cc2O[C@@H]1CN(C)Cc1ccc(C(=O)O)cc1 | u | 2 | -7 | -34 | x | -1 | -14
Cn1c(=O)c2cc(NC(=O)Nc3cccnc3)ccc2n1-c1ccc(C(C)(C)C)cc1 | 0 | -1 | -5 | 0 | 2 | 1 | -34
Cc1cccc(NC(=O)NCc2ccccn2)c1 | x | x | 27 | x | -5 | x | 13
COc1ccc2nc(C)cc(SCC(NC(C)=O)C(=O)OC(C)C)c2c1 (stereo not given) | 0 | -3 | x | -4 | 3 | 0 | x
COc1ccc([C@H]2CC(=O)C=C(c3cccc4c3sc3ccccc34)C2)cc1OC | -5 | -5 | -1 | 3 | 18 | -5 | -2

An excerpt from above in order of their number in SIRT5 inh, low to high:
| compound | SIRT5 inh |
| --- | --- |
| COc1ccc([C@H]2CC(=O)C=C(c3cccc4c3sc3ccccc34)C2)cc1OC | -5 |
| Cc1cccc(NC(=S)NNC(=O)c2nn(C)cc2Cl)c1 | -2 |
| Cn1c(=O)c2cc(NC(=O)Nc3cccnc3)ccc2n1-c1ccc(C(C)(C)C)cc1 | 0 |

Carrying on:
structure | SIRT5 inh | CASP6 VEID inh | esBAF inh | LGR2 inh | FN deposit inh | S100A4 MyoIIA | C2C12 statin
COC(=O)c1sc(OC)cc1OCc1ccc(C)cc1 | x | x | 7 | -2 | x | x | 0
CC1(C)Cc2nc(-c3ccccc3)nc(SCC(=O)N3CCOCC3)c2CO1 | -4 | 1 | 6 | -22 | 0 | 10 | 2
C[C@H]1CN([C@@H](C)CO)S(=O)(=O)c2ccc(/C=C/c3ccccc3)cc2O[C@@H]1CN(C)C(=O)C1CC1 | 9 | 0 | -3 | 11 | -10 | -11 | -14
O=C(NNC(=O)c1ccccc1C(F)(F)F)c1csc(N2CCOCC2)n1 | 0 | 0 | -2 | 2 | 2 | -6 | -8
CC(C)[C@H](C)NC(=O)N(C)C[C@@H]1OCc2ccccc2-c2c(n(C)c3ccccc23)C(=O)N([C@@H](C)CO)C[C@@H]1C | -7 | -2 | 9 | 3 | -14 | -5 | 34
CCN1CCN(c2ccc(S(=O)(=O)N3CCCCC3)cc2NC(=O)/C=C/c2ccc([N+](=O)[O-])cc2)CC1 | 14 | -4 | 18 | 1 | 5 | -14 | -24
COc1ccc(OC)c(S(=O)(=O)N2CCCC(C(=O)NCCN3CCOCC3)C2)c1 (stereo not given) | -3 | 0 | 0 | 6 | -3 | -1 | -4
CCOC(=O)C1=C(C)NC(=S)NC1c1ccco1 (stereo not given) | -5 | 28 | x | -7 | 5 | -1 | x
CCC(C)c1ccccc1NC(=O)C1CCCO1 (stereo not given) | x | x | 9 | x | -1 | x | 11
O=C(/C=C/c1ccc([N+](=O)[O-])cc1)Nc1cccc(S(=O)(=O)NC2=NCCCCC2)c1 | x | 0 | x | -10 | 4 | 0 | x
Cc1c(C)[n+](=O)c2c(n1[O-])CCCCC2 | x | x | -7 | x | 6 | x | 5
CCC(=O)N1[C@@H](CO)[C@H](c2ccccc2)[C@@H]1CNC(=O)CN1CCOCC1 | 2 | 0 | 4 | 19 | -8 | 1 | 3
C[C@@H]1CCCCO[C@@H](CN(C)C(=O)C2CCCCC2)[C@@H](C)CN([C@@H](C)CO)C(=O)c2cc(NC(=O)Cc3ccccc3)ccc2O1 | 3 | 2 | 3 | 0 | x | 4 | -5
COC(=O)C1CCN(C(=O)NC2CC(=O)N(c3ccc4c(c3)OCCO4)C2)CC1 (stereo not given) | -1 | -14 | 0 | 7 | 0 | -1 | -5
C[C@@H]1CN([C@H](C)CO)C(=O)c2cc(-c3ccc(F)cc3)cnc2O[C@H]1CN(C)S(C)(=O)=O | -2 | 4 | -5 | 12 | -3 | 3 | -11
CC(=O)N1CCN(c2ccc(NC(=O)c3ccc([N+](=O)[O-])o3)cc2Cl)CC1 | 0 | 5 | -7 | 26 | 17 | 1 | 58
CCCCn1nnnc1C(c1cccc(OC)c1OC)N1CCN(C/C=C/c2ccccc2)CC1 (stereo not given) | 1 | 2 | 1 | -15 | -12 | -2 | -2
O=c1cc(-c2ccccc2)oc2cc(O)cc(O)c12 | x | -1 | 7 | 13 | x | 3 | 18
Nn1c(SCC(=O)Nc2ccc3c(c2)OCO3)nnc1-c1cccc(Cl)c1 | 8 | -2 | -9 | x | -6 | 1 | 10
CCN(CC)C(C)C(=O)NCC1(c2ccccc2)CCOCC1 (stereo not given) | x | x | -1 | x | -2 | x | -8
C=CCOc1ccccc1C1NC(=O)NC(C)=C1C(=O)NCc1ccccc1 (stereo not given) | x | x | 2 | -7 | 8 | x | 5
N#Cc1cccc(C#N)c1Oc1ccc(N)cc1 | 1 | 1 | x | 7 | -2 | -5 | x
CC(=O)Nc1c(F)c(F)c(F)c(F)c1F | x | -2 | -3 | -3 | -9 | -12 | -6
COCC#Cc1cnc2c(c1)C(=O)N([C@@H](C)CO)C[C@@H](C)[C@H](CN(C)C(=O)c1cccnc1)O2 | 16* | -2 | 2 | 3 | -14 | -6 | 16
C[C@H]1CN([C@@H](C)CO)C(=O)c2cc(C#CCc3ccccc3)cnc2O[C@@H]1CN(C)Cc1cccnc1 | -3 | 2 | 0 | -53 | 7 | -4 | -10
O=C(C[C@@H]1CC[C@H]2[C@@H](COC[C@@H](O)CN2C(=O)Nc2ccc(Cl)cc2)O1)NCc1ccncn1 | -1 | -2 | 4 | -2 | -2 | -1 | -2
Cc1cc(C)c(OCC(=O)OCC(=O)NCc2cccs2)c(C)c1 | 0 | 2 | 0 | -3 | 3 | -1 | 4
C[C@H](CO)N1C[C@H](C)[C@@H](CN(C)C(=O)CN(C)C)Oc2ncc(C#CC(C)(C)O)cc2C1=O | -6 | 0 | -2 | -21 | x | -9 | 3
CC(=O)c1ccc(C(=O)N2CCCC(Nc3ccccc3)C2)s1 (stereo not given) | 1 | 11 | x | 7 | -2 | -3 | x
Cc1cccc(C2=NN(c3ccccc3)[C@H](CO)[C@H]2c2ccc(Cl)cc2)c1 | -2 | 3 | 1 | -16 | -7 | 41 | -2
Cc1cc(OCCn2cnc3ccccc3c2=O)cc(C(C)C)c1 | x | x | -9 | 6 | 0 | x | 0
CCC(=O)N1CC(=O)N2[C@H](CO)[C@@H](c3ccc(C#CCc4ccccc4)cc3)[C@H]2C1 | -4 | 1 | x | 16 | x | -5 | x
Cc1nc(-c2cccc(NC(=O)COc3ccc(Cl)cc3)c2)cs1 | -8 | -1 | 13 | -11 | 6 | -2 | 18
COCCCNS(=O)(=O)c1cccc(S(=O)(=O)c2cccc(S(=O)(=O)NCCCOC)c2)c1 | -4 | -3 | -5 | 7 | x | 0 | -5
Cc1ccc(S(=O)(=O)Nc2ccc3c(c2)C(=O)N([C@@H](C)CO)C[C@H](C)[C@@H](CN(C)S(=O)(=O)c2cccs2)OCCCC[C@H](C)O3)cc1 | 7 | -1 | 3 | 11 | -4 | 3 | x
COc1cc(CCC(=O)NCc2ccc(S(N)(=O)=O)cc2)cc(OC)c1OC | -3 | 2 | -1 | 7 | 5 | 1 | 5
COc1cc(Cl)ccc1OC1(C)CCN(Cc2ccc(SC)cc2)C1 (stereo not given) | -3 | x | -6 | -7 | 4 | -2 | -15
COc1ccc(C(CC(=O)O)NC(=O)Cc2ccccc2)cc1OC (stereo not given) | x | x | -3 | 9 | 6 | x | 7
COc1ccc(S(=O)(=O)Nc2cccc3c2O[C@@H](CN(C)S(=O)(=O)c2cccs2)[C@@H](C)CN([C@@H](C)CO)C3=O)cc1 | 0 | -3 | 5 | 14 | x | 32 | x
O=C(O)CN(Cc1ccccc1)S(=O)(=O)c1ccc2c(c1)OCCO2 | 1 | 3 | x | -11 | 1 | -1 | x
COc1ccc(NC(=O)c2ccc3[nH]c(=O)c(=O)[nH]c3c2)c(OC)c1 | -4 | 1 | 1 | 14 | 0 | -3 | 8
Cc1cc(C)n(CC(=O)Nc2cccc(C(F)(F)F)c2)n1 | -1 | 1 | -8 | 23 | -2 | -30 | 2
S=C(NCc1ccc(Cl)cc1)Nc1ccncc1 | -1 | -5 | x | 9 | x | 1 | x
Cc1n[nH]c(C)c1CCNC(=O)C1CCC(=O)N(CCc2cccc(F)c2)C1 (stereo not given) | 3 | -1 | x | -4 | -2 | -1 | x
C=CCn1c(=O)c2ccccc2n2c(Sc3nnnn3-c3ccccc3)nnc12 | x | x | -5 | x | 11 | x | 8
CCCNC(=O)N1C[C@@H](C)[C@H](OC)CN(C)C(=O)c2ccc(NS(C)(=O)=O)cc2OC[C@@H]1C | -1 | 2 | -2 | 23 | 3 | 19 | 9
